phage Ecoli inh = E. coli growth loss with phage present. AID 651602. actives 0.26% (n = 360,000). inhibition, % at 11.9 µM. growth absorbance; in the data active means inhibition above about 11%
Tat export inh = blocks Tat-dependent protein export in E. coli; actives 0.036% (n = 340,000); E. coli MC4100 TorA-mCherry Tat export, fluorescence; inhibition, % at 10 µM;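 active means mean replicate inhibition at least 50% and at least half of replicates individually reaching 50%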;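 further: exported cargo escapes ClpAP degradation while cytoplasmic cargo is degraded and loses fluorescence; 0% = median of neutral control wells and 100% = median of NaSCN control wells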
Ecoli viability = reduces bacterial viability in AddAB counter-screen; inhibition, % at 11.9 µM; actives 0.27% (n = 330,000); E. coli V3065 growth, OD600 absorbance, 18 h;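 active means inhibition above the campaign's mean inhibition across all tested compounds plus 3 SD, cut at about 9.9% in these data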;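 further: uninfected addAB+ strain grown without phage in ampicillin broth; 0% = DMSO wells and 100% = ciprofloxacin 0.95 µg/ml wells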
AddAB inh = less growth of phage-infected E. coli with AddAB. E. coli expressing H. pylori AddAB, absorbance growth. inhibition, % at 11.9 µM. actives 0.29% (n = 330,000). AID 435030; in the data active means inhibition above about 12%;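 further: 0% = vehicle wells of infected cells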
DAGLB inhibitor = blocks human DAGLB lipase activity; actives 0.059% (n = 340,000); Q8NCG7; AID 504411; inhibition, % at 5.17 µM; HEK293T DAGLB membrane lysate, EnzChek fluorogenic substrate; in the data active means inhibition above about 34%;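 further: 0% = enzyme with vehicle and 100% = wells lacking enzyme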
HTR5A inv ag = inverse agonist of human HTR5A in OPRM1-OPRD1 counter-screen | P47898 | HTR5A cell line, luminescence, inverse agonism | inhibition, % at 9.3 µM | actives 0.083% (n = 340,000) | AID 504634; in the data active means inhibition mostly above about 23%, no sharp cut-off; inactive means mostly below about 18%;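 further: 0% = cells with DMSO and 100% = no-cell wells with DMSO; some compounds called inactive have numbers as strong as hits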
PKA-R1A activ = activators of PKA-R1A complex | PKA-R1A dissociation, Cy5-IP20 fluorescence polarization; scaled: DMSO 0%, 113 µM cGMP 100% | P00514+P68181 | activation, % at 11.4 µM | AID 504707 | actives 0.083% (n = 340,000);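 active means percent activation above the mean of all tested compounds plus 3 SD, cut at about 19% in these data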;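 further: higher means more PKAc released from R1A so a rise in polarization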
PKA-R2B activ = activates the human PKA-R2B holoenzyme complex; PKA-R2B holoenzyme dissociation, Cy5-IP20 fluorescence polarization; R2B truncated from residue 108, S112A mutant; 0% DMSO only, 100% 113 µM cGMP; activation, % at 11.4 µM; AID 504700; actives 0.079% (n = 340,000);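 active means activation above a cutoff set at the mean over all compounds plus 3 SD, cut at about 18% in these data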;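 further: higher means more holoenzyme dissociation and a rise in polarization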
Target sequence (P31323 whole entry, looked up, other chains not shown, the tested form may be a part): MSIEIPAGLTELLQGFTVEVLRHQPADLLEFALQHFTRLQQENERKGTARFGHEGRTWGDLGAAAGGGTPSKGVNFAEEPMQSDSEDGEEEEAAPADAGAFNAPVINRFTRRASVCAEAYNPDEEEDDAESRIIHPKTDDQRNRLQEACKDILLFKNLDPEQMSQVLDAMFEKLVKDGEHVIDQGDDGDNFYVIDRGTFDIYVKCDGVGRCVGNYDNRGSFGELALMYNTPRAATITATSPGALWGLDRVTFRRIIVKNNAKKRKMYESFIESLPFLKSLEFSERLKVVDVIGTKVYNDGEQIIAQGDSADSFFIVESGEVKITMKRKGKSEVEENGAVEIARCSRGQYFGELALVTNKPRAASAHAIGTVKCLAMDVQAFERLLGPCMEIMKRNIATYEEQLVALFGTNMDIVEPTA
SUMO Mot1 rescue = SUMOylation pathway inhibition by Mot1-301 growth rescue; growth rescue, % at 18.8 µM; S. cerevisiae Mot1-301 growth rescue, ATP luminescence, 38.5C; percent above DMSO median, 100 means doubled; AID 2716; actives 1% (n = 320,000);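 active means every valid replicate shows activation above 250% relative to neutral control wells; inactive means the rest, any valid replicate at or below 250%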;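 further: OY570 slx delta 5 strain wells were the positive control but not used for scaling; some compounds called inactive have numbers as strong as hits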
CDK5 p35 inh = blocks human CDK5/p35 kinase activity; inhibition, % at 10 µM; Q00535+Q15078; Recombinant CDK5/p35, ADP-Glo luminescence, 60 min; actives 0.01% (n = 330,000);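 active means highest replicate inhibition of at least 50% and at least 75% of replicates reaching 50%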;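 further: plate controls were DMSO neutral control for no effect and GW8510 at 10 µM for full effect; many of its hits are not listed in these tables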
Target sequence (Q00535 whole entry, looked up): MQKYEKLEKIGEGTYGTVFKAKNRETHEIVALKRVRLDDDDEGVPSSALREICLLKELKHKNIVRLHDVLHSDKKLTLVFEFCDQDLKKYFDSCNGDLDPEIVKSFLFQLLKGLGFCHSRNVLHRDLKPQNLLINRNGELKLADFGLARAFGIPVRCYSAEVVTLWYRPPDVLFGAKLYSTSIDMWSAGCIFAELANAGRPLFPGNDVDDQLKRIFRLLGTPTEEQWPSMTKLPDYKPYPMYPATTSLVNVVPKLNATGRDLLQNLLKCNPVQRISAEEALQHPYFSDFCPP
Target sequence (Q15078 whole entry, looked up): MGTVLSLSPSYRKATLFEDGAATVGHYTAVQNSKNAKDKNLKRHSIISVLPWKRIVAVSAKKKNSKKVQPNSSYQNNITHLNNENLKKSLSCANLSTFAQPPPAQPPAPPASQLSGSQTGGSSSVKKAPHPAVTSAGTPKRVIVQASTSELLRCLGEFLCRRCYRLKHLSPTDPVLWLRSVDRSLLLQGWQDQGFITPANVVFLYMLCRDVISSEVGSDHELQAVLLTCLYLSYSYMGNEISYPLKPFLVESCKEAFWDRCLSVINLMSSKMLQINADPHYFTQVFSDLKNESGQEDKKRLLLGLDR
HTR5A ag ctr = HTR5A agonism, opioid heterodimer counter-screen. P47898. HTR5A agonist assay, luminescence, cell-based. activation, % at 9.3 µM. actives 0.61% (n = 340,000). AID 504692; in the data active means activation mostly above about 9.5%, no sharp cut-off; inactive means mostly below about 7.6%;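 further: 0% = cells with vehicle only and 100% = reference agonist; strong numbers were not always called active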
* marks the source's active call; other numbers are inactive results; / = not tested or not shown.

SMILES	phage Ecoli inh	Tat export inh	Ecoli viability	AddAB inh	DAGLB inhibitor	HTR5A inv ag	PKA-R1A activ	PKA-R2B activ	SUMO Mot1 rescue	CDK5 p35 inh	HTR5A ag ctr
Cc1ccc(C)c(OCC(=O)NCC2COc3ccccc3O2)c1 (stereo unspecified)	0.1	11	2.8	3.6	-11	-15	-1	3	9	-0.1	6
CCc1ccc(NC(=O)CSc2nnc(-c3ccccn3)n2C)cc1	3.6	2	-3.2	0.8	0	-18	19*	2	0	-0.2	0
Oc1ccccc1-c1ccn[nH]1	1.1	-16	1.8	1.7	-4	-11	-4	0	-6	-0.4	7
Cc1c(OCC(=O)N[C@@H](Cc2ccccc2)C(=O)O)ccc2c1oc(=O)c1ccccc12	-0.1	-4	-2.5	3.5	1	7	-10	5	-9	-0.7	2
O=C(O)CCSCC(=O)c1ccc2c(c1)OCCO2	0.9	-6	2.5	3.5	4	-13	-1	-2	/	0.2	7
Cc1ccc(NC(=O)CSc2nnc(Cc3cccn3C)n2-c2ccc(F)cc2)c(C)c1	1.1	1	-1.2	0.5	0	-12	-6	-3	-4	0.9	5
COc1cc(COCC(O)CN2CCN(Cc3ccccc3)CC2)cc(OC)c1OC (stereo unspecified)	2.5	-13	-0.5	-1.6	1	-12	-9	1	7	0.2	-6
CS(=O)(=O)N(CC(=O)NCc1ccccc1Cl)C1CCCCC1	4.3	-7	0.8	1.9	-2	3	4	-10	-12	-0.1	0
O=c1[nH]c(=S)n(-c2cccc(C(F)(F)F)c2)c(O)c1C=NCCN1CCNCC1	-0.2	13	/	/	0	-11	3	5	/	0.2	3
CCOc1ccc(N2C(=O)CC(N(O)c3ccccc3)C2=O)cc1 (stereo unspecified)	1.1	-4	-0.6	-0.2	-1	-12	-2	8	13	-1.3	-2
CC(=O)SC1CC(=O)N(c2c(C)cccc2C)C1=O (stereo unspecified)	12*	-4	-1.8	-1.5	-2	18	8	2	11	-0.6	-10
O=C(CC1NCCc2ccccc21)Nc1ccccc1Cl (stereo unspecified)	7.8	11	1.4	2.8	-1	3	-9	-8	-11	-1.6	-1

Full records as entered above:
CCOc1ccc(N2C(=O)CC(N(O)c3ccccc3)C2=O)cc1 (stereo unspecified) in the list: phage Ecoli inh = 1.1; Tat export inh = -4; Ecoli viability = -0.6; AddAB inh = -0.2; DAGLB inhibitor = -1; HTR5A inv ag = -12; PKA-R1A activ = -2; PKA-R2B activ = 8; SUMO Mot1 rescue = 13; CDK5 p35 inh = -1.3; HTR5A ag ctr = -2
O=C(CC1NCCc2ccccc21)Nc1ccccc1Cl (stereo unspecified) in the list: phage Ecoli inh = 7.8; Tat export inh = 11; Ecoli viability = 1.4; AddAB inh = 2.8; DAGLB inhibitor = -1; HTR5A inv ag = 3; PKA-R1A activ = -9; PKA-R2B activ = -8; SUMO Mot1 rescue = -11; CDK5 p35 inh = -1.6; HTR5A ag ctr = -1

Carrying on.
SMILES	phage Ecoli inh	Tat export inh	Ecoli viability	AddAB inh	DAGLB inhibitor	HTR5A inv ag	PKA-R1A activ	PKA-R2B activ	SUMO Mot1 rescue	CDK5 p35 inh	HTR5A ag ctr
CCOC(=O)C1(Cc2ccccc2)CCN(Cc2cccn2-c2cccnc2)CC1	0.5	-1	2.8	1.4	-4	0	-7	-3	-10	0.5	0
CC(C)[C@H](NC(=O)C1CCN(S(=O)(=O)c2ccccc2)CC1)C(=O)NCc1ccc(F)cc1	-0.3	3	-3.6	3.1	0	0	-1	-2	15	0.8	-1
c1ccc(-n2nnnc2CN2CCOCC2)cc1	1.2	-5	3.0	1.6	-1	-3	-4	-12	16	0.3	1
COc1ccccc1C(=O)N/C(=C\c1cn(S(=O)(=O)N(C)C)c2ccccc12)C(=O)NCCN1CCOCC1	/	1	4.2	1.4	-2	9	-6	8	-11	0.1	3
COc1ccc(/C=C/C(=O)NCCCN2CCCCCC2)cc1	0.4	-2	-0.5	1.3	0	4	7	12	91	0.1	-1
COc1cccc(/C=N/NC(=O)c2cccc([N+](=O)[O-])c2)c1OS(=O)(=O)c1ccccc1	1.7	2	0.2	3.8	-2	4	-3	-10	-14	-0.1	5
O=C(CCc1ccccc1)Nc1nnc(-c2cccs2)o1	-1.8	-2	-7.5	0.5	-2	-24	2	-5	2	1.1	8
CC(C)c1ccccc1NC(=O)COC(=O)CNC(=O)c1ccc(Br)cc1	2.1	-5	-0.3	2.9	1	13	-2	-16	-7	0.3	5
Cc1nnc(NC(=O)CSc2nc3c(c(=O)n2C)SC(C)C3)s1 (stereo unspecified)	1.1	-2	-0.3	-2.2	0	7	-13	8	-26	1.4	0
O=C(c1cccc(C(F)(F)F)c1)N1CCN(C2CCCCC2)CC1	0.9	-2	-1.1	-0.8	0	-1	-13	-2	-14	0.3	0
COc1cccc(/C=C2\Sc3ccc(C(=O)NCc4cccnc4)cc3N(C)C2=O)c1	3.9	4	-0.7	2.3	1	-13	-7	-5	17	-0.6	4
O=C(Cc1cccs1)NCc1cccc(C(F)(F)F)c1	-1.0	-2	-2.3	-1.6	-1	0	-2	-5	4	1.6	0
COc1ccc(CCNC(=O)C(NC(=O)OCc2ccccc2)C(C)C)cc1OC (stereo unspecified)	1.0	-8	-1.2	-0.3	-1	-2	-15	1	-5	0.8	5
COc1ccc(OCCSc2nnc(CC(=O)Nc3cccc(Cl)c3Cl)n2C)cc1	1.8	-1	0.8	3.0	-1	10	-12	-9	-6	-0.3	4
CC(C)(C)CN1CCC(n2nccc2NC(=O)c2ccccc2Cl)CC1	3.1	-1	0.2	0.7	1	3	2	-4	16	-2.4	0
COCCNC(C(=O)Nc1cc(Cl)cc(Cl)c1)c1ccccc1 (stereo unspecified)	2.0	-2	2.2	0.5	-9	-64	-2	-6	18	1.0	-1
O=C(O)CCNC(=S)Nc1cccc(F)c1	0.3	-13	1.7	6.7	-1	-5	-11	-6	29	1.4	0
CCCn1cc(CN2CCC(n3nccc3NC(=O)CCOc3ccccc3)CC2)c(C)n1	0.9	5	3.9	4.0	-5	10	-1	4	-5	/	2
CCc1ccc(C2C(C#N)=C(N)SC(N)=C2C#N)cc1	0.8	-5	-2.1	6.0	0	-4	-3	-17	-1	-0.9	4
COC1CCCN(C(=O)c2ccc(OC3CCN(CCc4ccccc4)CC3)cc2)C1 (stereo unspecified)	-1.3	-3	-2.5	2.8	-1	-10	-7	-5	5	2.3	4
O=C(O)C1CC=CCC1C(=O)NCc1ccccc1 (stereo unspecified)	1.2	-1	-1.7	-1.6	1	-14	-2	-6	2	-1.3	-4
CCN(CC)CCOC(=O)c1ccc(N/C=C(/C#N)c2nc(-c3ccc(OC)c(OC)c3)cs2)cc1	3.7	-1	-3.2	-1.9	-2	2	7	-4	-33	1.4	3
COc1ccc(S(=O)(=O)N2CCSC2C)cc1C (stereo unspecified)	3.2	6	/	/	-2	-13	-2	2	8	-1.4	4
CC1CCc2nc3ccc(S(=O)(=O)N4CCC(C(=O)NCc5ccccc5Cl)CC4)cc3c(C(=O)O)c2C1 (stereo unspecified)	2.5	-3	1.7	3.2	4	2	6	7	10	-1.2	0

Eight compounds out of the list, arranged by length of the SMILES, ascending.
SMILES	phage Ecoli inh	Tat export inh	Ecoli viability	AddAB inh	DAGLB inhibitor	HTR5A inv ag	PKA-R1A activ	PKA-R2B activ	SUMO Mot1 rescue	CDK5 p35 inh	HTR5A ag ctr
c1ccc(-n2nnnc2CN2CCOCC2)cc1	1.2	-5	3.0	1.6	-1	-3	-4	-12	16	0.3	1
O=C(CCc1ccccc1)Nc1nnc(-c2cccs2)o1	-1.8	-2	-7.5	0.5	-2	-24	2	-5	2	1.1	8
CCc1ccc(C2C(C#N)=C(N)SC(N)=C2C#N)cc1	0.8	-5	-2.1	6.0	0	-4	-3	-17	-1	-0.9	4
Cc1ccc(C)c(OCC(=O)NCC2COc3ccccc3O2)c1 (stereo unspecified)	0.1	11	2.8	3.6	-11	-15	-1	3	9	-0.1	6
Cc1nnc(NC(=O)CSc2nc3c(c(=O)n2C)SC(C)C3)s1 (stereo unspecified)	1.1	-2	-0.3	-2.2	0	7	-13	8	-26	1.4	0
CC(C)c1ccccc1NC(=O)COC(=O)CNC(=O)c1ccc(Br)cc1	2.1	-5	-0.3	2.9	1	13	-2	-16	-7	0.3	5
CCOC(=O)C1(Cc2ccccc2)CCN(Cc2cccn2-c2cccnc2)CC1	0.5	-1	2.8	1.4	-4	0	-7	-3	-10	0.5	0
COc1cccc(/C=C2\Sc3ccc(C(=O)NCc4cccnc4)cc3N(C)C2=O)c1	3.9	4	-0.7	2.3	1	-13	-7	-5	17	-0.6	4

Further records
SMILES	phage Ecoli inh	Tat export inh	Ecoli viability	AddAB inh	DAGLB inhibitor	HTR5A inv ag	PKA-R1A activ	PKA-R2B activ	SUMO Mot1 rescue	CDK5 p35 inh	HTR5A ag ctr
Cc1ccc(CONC(=O)c2cccc(C)c2)cc1	-0.5	5	-1.4	-0.8	-12	-8	-13	4	37	2.7	3
CC(C)(C)NC(=O)C(c1ccc(-c2ccccc2)cc1)N(C[C@H]1CC[C@@H]([C@@H]2CC[C@H](CO)O2)O1)C(=O)c1cccc(Cl)c1 (stereo partly specified)	4.2	17	-0.5	-0.1	-1	-1	-1	-2	/	-0.5	0
COC(=O)c1ccc(COC(=O)CNC(=O)c2ccc(-c3ccccc3)cc2)cc1	4.4	-1	-0.4	4.7	-5	-12	5	-14	-2	0.1	4
CC1(c2ccccc2)NC(=O)N(CC(=O)Nc2cc3c(cc2Br)OCCO3)C1=O (stereo unspecified)	2.2	-4	1.1	-1.2	2	0	-9	-22	-10	0.6	-3
O=C(c1cc(-c2cccc(O)c2)on1)N1CCc2ccccc2C1	3.8	6	0.5	2.2	-1	7	1	0	3	-0.1	-2
Cc1cc(C(=O)NNS(=O)(=O)c2cc(C(=O)O)ccc2Cl)c(C)n1-c1ccccc1	1.4	-6	1.8	3.4	-1	7	-6	7	2	-0.3	-3
O=C(Nc1ccc2c(c1)OCCO2)c1ccc(Br)s1	7.0	0	3.3	9.3	0	-24	-7	-4	46	-0.1	1
CCCNC(=O)Nc1ccsc1C(=O)OC	4.3	-4	-1.6	0.2	-2	1	-8	-5	1	-0.2	0
OC(CNCc1ccc(F)cc1)(c1ccc(F)cc1)c1ccc(F)cc1	3.7	3	1.9	-1.2	-5	-9	-6	4	-17	-1.2	3
CCOC(=O)c1c(-c2ccco2)csc1NC(=O)COC(=O)c1cnc(C)cn1	1.0	-7	-1.8	-0.9	1	7	-5	-6	-5	0.0	-3
CCOc1ccc(NC(=O)CSc2nccn(-c3ccc4c(c3)OCCO4)c2=O)cc1	1.9	-10	0.0	-0.3	-3	-30	-14	-8	-13	0.8	3
CN(C)C(=O)c1ccc(NC(=O)c2ccccc2-c2ccccc2)cc1	-0.1	5	-0.8	1.3	-1	-7	7	12	0	-0.8	2
COc1ccc(N2CCN(c3cc(C)nc4ccc(OC)cc34)CC2)cc1	1.8	2	-2.6	4.2	1	3	2	-14	-8	0.2	-1

Screens from PubChem BioAssay.
